From PubChem BioAssay
GAA glycogen = alters human alpha-glucosidase cleavage of glycogen; P10253; recombinant GAA, glycogen substrate, Amplex Red glucose oxidase fluorescence; Potency, µM (doses to about 76.4 µM), for inactives: at the highest dose activity change, negative = inhibition, hits mostly inhibitors; 0.38% of 300,000 active; active = well fitted inhibition curve with a large enough effect; inconclusive = small, poorly fitted or top-dose-only effect, or another doubt; inactive = no such curve, though single readings can be large or run the other way;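 also: 0% = full enzyme reaction and -100% = no-enzyme basal signal; the screen sought inhibitors and activators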
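Natural-substrate format: glycogen cleavage by 4 nM human enzyme, glucose read by Amplex Red coupling (Ex 573, Em 610 nm). Normalized to enzyme and no-enzyme controls.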
* marks the source's active call; other numbers are inactive results; ? = inconclusive; [ ] = dose if it differs, or a comment. Potency is read from the fitted curve at half-maximal effect. Only part of the results is shown; rates above refer to the full screens.

SMILES	GAA glycogen
CC1Cn2c(nc3sc4c(c3c2=O)CC(C)(C)OC4)N1CCO (centres undefined)	5%
CCN(CC)S(=O)(=O)c1cc(NC(=O)c2ccc(-n3cncn3)c([N+](=O)[O-])c2)ccc1C	-8%[76.3 µM]
COC(=O)c1ccc(/C=C2/SC(=S)N(CCCC(=O)Nc3ccc(O)cc3)C2=O)cc1	4%[76.3 µM]
CCCOc1ccc(C(=O)NC(=S)N2CCN(c3cc4c(cc3F)c(=O)c(C(=O)O)cn4CC)CC2)cc1	1%
COc1ccc(CN2C(=O)c3cccnc3C2=O)cc1S(=O)(=O)N1CC(C)Oc2ccccc21 (centres undefined)	-13%[76.3 µM]
COc1ccc(-n2nc(C(=O)NCC(=O)N3CCCC(C)C3)c3ccccc3c2=O)cc1Cl (centres undefined)	-5%
CCN(Cc1ccccc1)C(=O)c1cc2cc(OC)c(OC)cc2[nH]1	4%
CCc1cc(=O)oc2cc(C)cc(OC(C)C(=O)NC3CCN(Cc4ccccc4)CC3)c12 (centres undefined)	-2%[76.3 µM]
O=C(CSc1n[nH]c(-c2cccnc2)n1)Nc1ccc([N+](=O)[O-])cc1Br	-10%
COc1cc(NC(=O)c2ccc3nsnc3c2)cc(OC)c1OC	0%[76.3 µM]
CCOc1ccccc1N1CCN(C(=O)c2ccc3c(c2)OCO3)CC1	0%[76.3 µM]
COc1ccc(-c2cc(C(=O)N3CCN(c4ccc(F)cc4)CC3)no2)cc1	-7%
O=C(O)c1ccc(-n2nc(-c3ccccc3)c3ccccc3c2=O)cc1	3%
O=C(O)C1CCCCC1C(=O)Nc1ccc(S(=O)(=O)N2CCCCC2)cc1 (centres undefined)	0%
O=C(Cc1c(Cl)cccc1Cl)Nc1ccc(S(=O)(=O)Nc2ncccn2)cc1	3%[76.3 µM]

Pulled one by one from the list above, 6 records:
SMILES	GAA glycogen
O=C(Cc1c(Cl)cccc1Cl)Nc1ccc(S(=O)(=O)Nc2ncccn2)cc1	3%[76.3 µM]
CC1Cn2c(nc3sc4c(c3c2=O)CC(C)(C)OC4)N1CCO (centres undefined)	5%
COc1ccc(CN2C(=O)c3cccnc3C2=O)cc1S(=O)(=O)N1CC(C)Oc2ccccc21 (centres undefined)	-13%[76.3 µM]
CCN(Cc1ccccc1)C(=O)c1cc2cc(OC)c(OC)cc2[nH]1	4%
CCCOc1ccc(C(=O)NC(=S)N2CCN(c3cc4c(cc3F)c(=O)c(C(=O)O)cn4CC)CC2)cc1	1%
O=C(O)C1CCCCC1C(=O)Nc1ccc(S(=O)(=O)N2CCCCC2)cc1 (centres undefined)	0%

Other results:
SMILES	GAA glycogen
O=C(CNC(=O)c1ccc2c(c1)OCCO2)N/N=C/c1ccc([N+](=O)[O-])cc1	2%
Nc1ccc(Oc2cc(N)cc(Oc3ccccc3)c2)cc1	-16%
Cc1c(C(=O)N2CCCCC2)c(S(=O)(=O)N2CCN(c3ccccc3F)CC2)c(C)n1C	4%[76.3 µM]
Cc1cccc(NC(=O)c2cccnc2Oc2ccccc2)c1C(=O)O	2%
C=CCN1C(=O)C(CC(=O)NCC)SC1=Nc1ccccc1OC (centres undefined)	5%[76.3 µM]
O=C(CN(Cc1ccccc1Cl)C(=O)CNS(=O)(=O)c1ccc(F)cc1)NCC1CCCO1 (centres undefined)	-7%
CS(=O)(=O)Nc1ccc(C2=NN(C(=O)CCCC(=O)O)C(c3cccs3)C2)cc1 (centres undefined)	-2%
COc1ccccc1N1CCN(S(=O)(=O)c2ccc(NC(C)=O)cc2)CC1	0%
CC(C)C[C@H](NC(=O)C1CC(=O)N(c2ccc(F)cc2)C1)C(=O)N1CCCCC1 (some centres undefined)	4%[76.3 µM]
COc1ccc(NC(=O)c2cc(-c3cccs3)on2)c(OC)c1	9%
CCCn1c(=O)c2c(nc3n2CCCN3CCc2ccc(OC)c(OC)c2)n(C)c1=O	6%
Cn1c(=O)c2c(SCC(=O)NCC3CCCO3)nc(CC(C)(C)C)nc2n(C)c1=O (centres undefined)	-5%[76.3 µM]
CCc1nnc(NC(=O)CN2CCN(S(C)(=O)=O)CC2)s1	-2%[76.3 µM]
Cc1cccc(N2CCN(C(=O)c3c(-c4ccccc4)noc3C)CC2)c1C	-3%[76.3 µM]
CN(CC(=O)Nc1ccc(OC(F)(F)F)cc1)C(=O)Cc1c(Cl)cccc1Cl	9%
CCn1nc(NS(=O)(=O)c2ccc(NC(C)=O)cc2)c2cc3cccc(C)c3nc21	-8%[76.3 µM]
CSc1nnc(NC(=O)C23CC4CC(CC(C4)C2)C3)s1	-1%[76.3 µM]
COC(=O)N/N=C/c1cn(CCOc2ccc(OC)cc2)c2ccccc12	1%
Cc1cc(N2CCOCC2)n2nc(C(F)(F)F)c(-c3ccccc3)c2n1	7%
CC(=O)Nc1cccc(NC(=O)c2cccc(OCc3ccccc3)c2)c1	-1%
O=C(NCc1ccccc1)c1ccc(CN2CCC(Cc3ccccc3)CC2)cc1	4%
O=C(Nc1ccon1)Nc1cc(Cl)ccc1Cl	0%[76.3 µM]
CCCCNC(=O)[C@@H]1CSC2c3ccc(OC)c(OC)c3C(=O)N21 (some centres undefined)	1%
CN(C)c1ccc(/C=C/c2nc3ccccc3c(=O)[nH]2)cc1	4%
Cc1ccc(OC(C)C(=O)N2CC(=O)Nc3ccccc32)cc1 (centres undefined)	2%
CCOC(=O)N1CCN(C(=O)c2cccc(N3C(=O)NC4CC3(C)Oc3ccc(Cl)cc34)c2)CC1 (centres undefined)	3%[76.3 µM]
O=C(CN(C(=O)c1csnn1)c1cccc(C(F)(F)F)c1)NCc1ccc(F)cc1	-3%[76.3 µM]
CCOCCCN(C(=O)c1snc(C(N)=O)c1N)C(C(=O)NC1CCCC1)c1ccc(OC)cc1 (centres undefined)	4%
CCc1ccccc1NC(=O)N1CCc2ccccc2C1	-7%[76.3 µM]
COc1ccccc1CC(=O)N(Cc1ccccc1)c1cccc(C)c1	-9%[76.3 µM]
O=S(=O)(NCCc1csc(-c2cccnc2)n1)c1cccc(F)c1	-2%[76.3 µM]
CC(=O)c1ccc(NC(=O)c2ccc(N3C(=O)c4cccnc4C3=O)cc2)cc1	-1%[76.3 µM]
CCc1cc2c3c([nH]c2cc1S(=O)(=O)NCCCOC)CC(C)(C)CC3=O	-8%
O=C(NCc1ccc(F)cc1)C(=O)c1cn(CC(=O)N2CCCC2)c2ccccc12	3%[76.3 µM]
CC(CNC(=O)c1cc(COc2ccc3ncccc3c2)on1)c1ccccc1 (centres undefined)	-4%[76.3 µM]
CCn1cc(C(=O)N(C)c2ccccc2F)c2cc(OC)c(OC)cc2c1=O	-6%
CCCCCCN1CC(=O)N2[C@@H](Cc3c([nH]c4ccccc34)C2(C)C)C1=O	-2%
COc1ccc(OC2CCN(C(=O)Nc3ccc(C)cc3)CC2)cc1	-6%
CC(C)N1CCC(=NNC(=O)c2cccs2)CC1	-5%[76.3 µM]
O=C(O)c1cccc(S(=O)(=O)N2CCN(Cc3ccc4c(c3)OCO4)CC2)c1	-7%
CCOC(=O)C1CCN(S(=O)(=O)c2cc(C(=O)N3CCCCC3)ccc2OC)CC1	-3%[76.3 µM]
CC(C)NC(=O)COc1coc(CN2CCN(c3ccccc3)CC2)cc1=O	-1%[76.3 µM]
Cc1ccccc1-c1nc(CN2CCN(C(=O)c3ccco3)CC2)c(C)o1	-1%[76.3 µM]
NS(=O)(=O)c1ccc(NC(=O)c2ccc3c(c2)OCO3)cc1	-3%
CN(C)CCCNc1c2c(nc3ccccc13)CCC2	-7%
O=C(CCc1ccccc1)NNC(=O)Nc1ccc(Br)cc1	0%[76.3 µM]
COc1ccc(Nc2ncnc3sccc23)c(OC)c1	8%
COc1ccc(C(=O)NC(C)CCc2ccccc2)c(O)c1 (centres undefined)	-15%
O=C(O)c1ccc(N/N=C/c2c[nH]c3ccccc23)cc1	?
CCOc1ccc(S(=O)(=O)Nc2cccc(C(=O)N(C)Cc3cccc(OC)c3OC)c2)cc1	-12%[76.3 µM]
CC(C)(C)c1ccc(-c2nc(C#N)c(N3CCC(C(N)=O)CC3)o2)cc1	1%
COc1ccccc1CN1CCN(Cc2ccco2)CC1	0%
COc1ccc(NC(=O)CC(C)n2ccnc2)cc1 (centres undefined)	5%
O=C(O)c1ccc(NS(=O)(=O)c2cccc(C(=O)Nc3cccc(C(=O)O)c3)c2)cc1	0%
O=C1NC2(CCCCCC2)C(=O)N1Cc1cccc([N+](=O)[O-])c1	3%
CCCC(=O)N(Cc1cc(=O)[nH]c2ccccc12)c1ccc(C)cc1C	-6%
COc1ccc(C(=O)NNC(=O)CSc2nc(C(C)C)nc3ccccc23)cc1	1%
N=c1c(S(=O)(=O)c2ccc(Cl)cc2)cc2c(=O)n3ccccc3nc2n1Cc1ccco1	2%
COc1cc2cc(C#N)c(SCC(=O)Nc3cc(C)on3)nc2cc1OC	12%
COCCNC(=O)C(c1ccc(C)cc1)N(Cc1cccs1)C(=O)CCC(=O)Nc1ccccn1 (centres undefined)	-9%

Seven entries from above, reformatted.
SMILES,GAA glycogen
CCn1nc(NS(=O)(=O)c2ccc(NC(C)=O)cc2)c2cc3cccc(C)c3nc21,-8%[76.3 µM]
CSc1nnc(NC(=O)C23CC4CC(CC(C4)C2)C3)s1,-1%[76.3 µM]
COC(=O)N/N=C/c1cn(CCOc2ccc(OC)cc2)c2ccccc12,1%
Cc1cc(N2CCOCC2)n2nc(C(F)(F)F)c(-c3ccccc3)c2n1,7%
CC(=O)Nc1cccc(NC(=O)c2cccc(OCc3ccccc3)c2)c1,-1%
O=C(NCc1ccccc1)c1ccc(CN2CCC(Cc3ccccc3)CC2)cc1,4%
O=C(Nc1ccon1)Nc1cc(Cl)ccc1Cl,0%[76.3 µM]

Next part:
SMILES	GAA glycogen
COc1cc(C(=O)N/C(=C\c2cn(C)c3ccccc23)C(=O)N2CCN(C)CC2)cc(OC)c1OC	-27%[76.3 µM]
O=S(=O)(c1ccc(-c2nnco2)cc1)N1CCCCC1	0%
COc1cccc(Oc2ccc(C(F)(F)F)cc2NC(=O)CCc2nc3ccccc3c(=O)[nH]2)c1	-2%[76.3 µM]
COc1nc2ccccc2nc1N1CCN(c2ccc(F)cc2)CC1	-2%
CCOc1ccccc1CN1CCNC(=O)C1CC(=O)NCCC1=CCCCC1 (centres undefined)	2%[76.3 µM]
O=c1c2ccccc2[nH]c(=S)n1CCCn1ccnc1	3%
CC(=O)NC(CC(=O)OCC(=O)Nc1ccc2c(c1)OCO2)c1ccccc1 (centres undefined)	1%
Cc1cccc(C(=O)NCCNC(=O)c2cccnc2)c1	-1%
CCOC(=O)/C=C/C(=O)OCc1csc(CC(=O)Nc2ccccc2C)n1	-4%[76.3 µM]
CCCCNC(=O)CSc1nc2c(sc(=S)n2-c2cc(Cl)ccc2OC)c(=O)[nH]1	0%
Cc1cc(S(=O)(=O)N2CCOCC2)ccc1OCC(=O)Nc1ccc(Br)cc1F	-7%[76.3 µM]
COc1cc(NS(=O)(=O)c2ccc(NC(=O)c3ccc(F)cc3)cc2)ncn1	-5%[76.3 µM]
C=CCN1C(=O)c2ccccc2NC1c1cc(Br)cs1 (centres undefined)	-18%
Cc1cccn2c(=O)c3cc(C(=O)NCCC4=CCCCC4)n(C)c3nc12	-2%[76.3 µM]
CC(=O)Nc1ccc(OCC(O)Cn2cncn2)cc1 (centres undefined)	-2%
CCCCC(=O)Nc1nnc(SCC(=O)Nc2ccc(OC)cc2)s1	0%[76.3 µM]
COc1ccc2cc3cc(C(=O)N4CCCCC4C)oc3nc2c1 (centres undefined)	-21%[76.3 µM]
CCOC(=O)CC1(NC(=O)c2cc(COc3ccc(F)c(F)c3)on2)CCCCC1	-11%[76.3 µM]
Cc1cc(C(=O)Nc2ccc(F)c(Cl)c2)on1	-6%
CCOc1ncccc1C(=O)NCCCSc1ccccc1	-1%
COCCNC(=O)CSc1ccccc1C(=O)NC1CCCc2ccccc21 (centres undefined)	6%[76.3 µM]
O=C(COc1ccc(NC(=O)c2cccs2)cc1)c1ccc(F)cc1	-10%[76.3 µM]
CC(=O)c1sc(NC(=O)c2cccs2)nc1C	-10%
Cc1ccc(S(=O)(=O)c2nnn3c2nc(N2CCOCC2)c2ccccc23)c(C)c1	-19%[76.3 µM]
COc1ccc(OC)c(CNC(=O)C2CCC(=O)N2C(C)C)c1 (centres undefined)	-2%
Cc1nnc(NC(=O)C(C)Sc2nnc(-c3ccco3)n2C)s1 (centres undefined)	-1%
Cc1c(NC(=O)Nc2cccc(C#N)c2)c(=O)n(-c2ccccc2)n1C	-5%
Cc1ccsc1CN(C)CC(=O)Nc1ccc([N+](=O)[O-])cc1Cl	-3%[76.3 µM]
COc1ccc(/C=N/NC(=O)c2ccc3c(c2)NC(=O)C(C)(C)O3)cc1OC	-4%
O=C(NCc1ccccc1Cl)C1CCN(C(=O)c2ccco2)CC1	7%
Cc1[nH]c2ccccc2c1C(=O)COC(=O)C1CCC1	-3%[76.3 µM]
O=C1CCC(C(=O)N2CCC(O)(c3ccccc3)CC2)CN1CCc1ccccc1 (centres undefined)	-5%[76.3 µM]
COc1cc(/C=N/NC(=O)c2cc(-c3ccccc3)nc3ccccc23)ccc1O	?
COc1ccc(CN2C(=O)CNC2=S)cc1	4%
O=C(c1ccc(Br)o1)N1N=C(c2ccc(Cl)cc2)CC1c1ccco1 (centres undefined)	-10%[76.3 µM]
Cc1c(C)n(CCN(C)C)c2ccc(C(=O)OCCN(C)C)cc12	1%[76.3 µM]
CC(C)[C@H](NC(=O)C1CC(=O)N(c2ccc3c(c2)OCCO3)C1)C(=O)NC1CCCC1 (some centres undefined)	-1%[76.3 µM]
